Source: PubChem BioAssay
SMN2 splice up: enhancers of SMN2 splice variant expression; HEK293 SMN2-luciferase splicing reporter, luminescence, 30-36 h; Potency, µM (highest dose often 46.1 µM), for the others: at the top dose activity change, positive = activation, actives largely listed as activators; actives 2.8% (n = 210,000); AID 1458; also: % of control where 0% means no effect; nearly all actives have a fitted effect of over 55% in size
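qHTS luciferase splicing reporter: luminescence rises when SMN2 exon 7 is included in transfected HEK293 cells. Compound exposure lasted 30-36 h at 37C, with 4.5 mM final sodium butyrate as control, followed by a ONE-Glo read.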
KDM4E inh: JMJD2E (human) inhibition | JMJD2E catalytic domain, FDH-coupled NADH fluorescence (FDH is formaldehyde dehydrogenase) | Potency, µM (series often up to 57.1 µM), inactives show at the top dose activity change, negative = inhibition, hits mostly inhibitors | actives 1.6% (n = 230,000) | AID 2147; active = well fitted inhibition curve with a large enough effect, not every such curve was filed as active; inconclusive = small, poorly fitted or top-dose-only effect, or another doubt; inactive = no such curve, though single readings can be large or run the other way;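 also: 0% = wells with enzyme and -100% = buffer wells without enzyme; nearly all actives have a fitted effect of over 50% in size; many of its hits are not listed in these tables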
Target sequence (B2RXH2 1-337 limits assumed): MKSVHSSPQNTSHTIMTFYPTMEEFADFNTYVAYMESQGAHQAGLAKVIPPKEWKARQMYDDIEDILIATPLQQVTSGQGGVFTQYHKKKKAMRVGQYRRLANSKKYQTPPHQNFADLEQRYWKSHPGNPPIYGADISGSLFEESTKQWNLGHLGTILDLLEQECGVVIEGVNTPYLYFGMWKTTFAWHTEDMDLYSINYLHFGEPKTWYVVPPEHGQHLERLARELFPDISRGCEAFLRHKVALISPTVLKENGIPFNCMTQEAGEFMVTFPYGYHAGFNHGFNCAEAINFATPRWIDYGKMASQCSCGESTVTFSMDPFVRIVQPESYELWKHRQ
Tau fluor counter: counter-screen for tau fibril formation inhibitors; tau K18 P301L Alexa594 fluorescence, heparin fibrillization; Potency, µM (doses to about 57.7 µM), without a hit: at the highest dose activity change, negative = decrease; actives 0.93% (n = 280,000); AID 1463; also: % is scaled to controls: 0 for no effect and ±100 for the full control effect; nearly all actives have a fitted effect of over 55% in size
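Human K18 P301L tau (15 uM unlabeled plus 0.24 uM Alexa 594-labeled, final) in 100 mM sodium acetate pH 7 was mixed with compound and 20 uM heparin and incubated 6 hr at 37 C.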
HttQ103 aggreg: inhibitors of mutant huntingtin aggregate formation in PC12 cells. AID 1688. Potency, µM (highest dose often 46.1 µM), without a hit: top-dose activity change, negative = inhibition, usual class: inhibitors. actives 1.1% (n = 220,000). PC12 HttQ103-GFP aggregates, Acumen cytometry, 40 h; also: % is scaled to controls: 0 for no effect and ±100 for the full control effect; nearly all actives have a fitted effect of over 60% in size
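Read-out: GFP aggregate count by laser scanning cytometer (488 nm excitation, 500-530 nm emission, 1–25 µm objects >6 SD above background). Cells: PC12, inducible HTTex1-Q103-GFP, 100 nM tebufenozide; compounds titrated.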
ALDH1A1 inh: blocks purified human ALDH1A1 activity; P00352; Purified ALDH1A1, NADH fluorescence, propionaldehyde substrate; Potency, µM (titrated, usually from 75.3 µM), inactives show at the highest dose activity, negative = inhibition, hits mostly inhibitors; actives 7.3% (n = 220,000); AID 1030; active = well fitted inhibition curve with a large enough effect, not every such curve was filed as active; inconclusive = small, poorly fitted or top-dose-only effect, or another doubt; inactive = no such curve, though single readings can be large or run the other way;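 also: plate controls were no enzyme wells and a reference inhibitor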
Target sequence (P00352 whole entry, looked up): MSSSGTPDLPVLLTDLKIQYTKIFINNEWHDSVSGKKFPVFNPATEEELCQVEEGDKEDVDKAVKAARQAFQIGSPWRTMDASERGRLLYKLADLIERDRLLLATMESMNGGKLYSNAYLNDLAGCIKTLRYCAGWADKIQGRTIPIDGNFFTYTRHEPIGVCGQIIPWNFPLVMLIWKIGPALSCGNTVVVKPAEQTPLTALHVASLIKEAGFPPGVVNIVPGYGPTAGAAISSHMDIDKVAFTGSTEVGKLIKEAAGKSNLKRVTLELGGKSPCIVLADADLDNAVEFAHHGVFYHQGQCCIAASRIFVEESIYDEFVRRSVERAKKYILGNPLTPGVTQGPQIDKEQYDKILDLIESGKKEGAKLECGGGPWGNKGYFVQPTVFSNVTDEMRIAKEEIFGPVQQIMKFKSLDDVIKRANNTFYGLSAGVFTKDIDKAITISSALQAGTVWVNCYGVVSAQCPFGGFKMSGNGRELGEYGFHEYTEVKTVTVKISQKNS
Tau fibril ThT: tau fibrillization inhibition (ThT binding) | P10636 | recombinant tau K18 P301L (four-repeat tau fragment), heparin-induced fibrillization, ThT fluorescence | Potency, µM (titrated, usually from 57.4 µM), without a hit: top-dose activity, negative = inhibition, actives largely listed as inhibitors | actives 2.1% (n = 270,000) | AID 1460; also: % is scaled to controls: 0 for no effect and ±100 for the full control effect; nearly all actives have a fitted effect of over 55% in size
Target sequence (P10636 561-689 P618L limits assumed): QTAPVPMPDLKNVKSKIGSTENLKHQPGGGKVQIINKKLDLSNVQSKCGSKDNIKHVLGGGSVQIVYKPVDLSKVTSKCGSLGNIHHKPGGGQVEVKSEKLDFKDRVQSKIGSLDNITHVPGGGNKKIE
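Heparin-induced (20 uM) aggregation of recombinant human K18 P301L tau, 15 uM unlabeled with 0.24 uM labeled, pH 7 acetate buffer, 6 hr at 37 C with compound. Fibrils quantified by 30 uM ThT fluorescence after 1 hr ambient incubation.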
Tau fibril FP: blocks human tau fibril formation measured by polarization; actives 0.39% (n = 280,000); AID 1468; Potency, µM (titrated, usually from 57.7 µM), inactives show at the highest dose activity, negative = inhibition, most hits filed as inhibitors; K18 P301L tau heparin fibrillization, Alexa594 FP, 6 h; also: % is scaled to controls: 0 for no effect and ±100 for the full control effect; nearly all actives have a fitted effect of over 55% in size
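Read-out: fluorescence polarization of Alexa 594-labeled tau (0.24 uM), 555 nm excitation, 632 nm emission. Mixtures held 15 uM unlabeled K18 P301L, compound and 20 uM heparin, pH 7 acetate buffer, incubated 6 hr at 37 C.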
HTT cytoprotect: protects HTT-Q103 PC12 cells, measured by ATP; PC12 HTT-Q103 induced, cytoprotection, ATP luminescence, 40 h; Potency, µM (highest dose often 56.4 µM), for the others: cytoprotection (ATP increase), actives largely listed as activators; actives 0.14% (n = 230,000); AID 1471;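 also: % of control where 0% means no effect; nearly all actives have a fitted effect of over 45% in size; toxic huntingtin expression switched on by the ecdysone agonist tebufenozide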
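Stable PC12 Q103-GFP cells in serum-supplemented, phenol red-free DMEM; induction by tebufenozide at 100 nM final; compound dose series; cell viability quantified luminescently from ATP.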
An asterisk follows results filed as active; ? = inconclusive; nt = not tested or not shown; [ ] = remark or other dose. Unless noted, calls follow the shape of the dose curve; as a rule, active = well fitted curve in the direction sought with a large enough effect; inconclusive = small, poorly fitted or top-dose-only effect, or another doubt; inactive = no such curve, though single readings can be large; an effect the other way counts as inactive or inconclusive. Potency is read from the fitted curve at half-maximal effect. Not all compounds are listed; rates above refer to the full screens.

SMILES | SMN2 splice up | KDM4E inh | Tau fluor counter | HttQ103 aggreg | ALDH1A1 inh | Tau fibril ThT | Tau fibril FP | HTT cytoprotect
COc1cc(/C=N\Nc2nc3ccccc3[nH]2)cc(OC)c1OC | -24% | 10% | 5% | -25% | ? | ? | -3% | 14%
CN(C)c1ccc(-c2n(C)c3ccccc3[n+]2C)cc1 | nt | ? | -5% | nt | -9% | 1% | -2% | -42%[inhibitor][10 µM]
Cc1nc(SCC(=O)Nc2ccnc3ccccc23)n[nH]1 | -40%[inhibitor] | -5% | -11% | 13%[1.84 µM] | 18µM* | -14% | -7% | -2%
Oc1cc2c(cc1CN1CCN(c3cccc(C(F)(F)F)c3)CC1)CCC2 | -13% | -11% | -15% | -25% | 7% | -6% | 3% | 10%
CCOC(=O)N1CCN(S(=O)(=O)c2ccc(OCC(=O)OC)c(C)c2)CC1 | -5% | 2% | 7% | 2% | 3% | 2% | -6% | -18%[0.074 µM]
CN(C)/N=C/c1ccc(P(c2ccc(/C=N/N(C)C)o2)c2ccc(/C=N/N(C)C)o2)o1 | 2% | -3% | -22% | ? | 2% | -8% | 15% | -10%[10 µM]
C=CCn1c(SCC(=O)c2ccccc2)nnc1-c1ccc2c(c1)OCO2 | 4% | -11% | -14% | ? | 25µM* | ? | -6% | -22%
O=C(COc1ccc(Cl)cc1)N1CCN(S(=O)(=O)c2ccccc2)CC1 | -39%[inhibitor] | -10% | -7% | 1% | ? | -11% | 4% | 12%
Cc1nnsc1NC(=O)OCc1ccccc1Cl | -21% | 0% | -3% | -16% | 3% | -4% | 5% | -23%
CCN(CC)C(=O)c1sc(NC(=O)Cc2ccccc2)c(C#N)c1C | 6% | 8% | -7% | -18% | ? | -6% | -5% | 11%[10 µM]
O=C(Nc1ccccc1-c1ccccc1)C1CCCN(c2ncccn2)C1 (stereo unspecified) | -10% | ? | -7% | 16% | ? | -7% | 2% | -14%[10 µM]
N#Cc1c(C(F)(F)F)cc(-c2ccc(F)cc2)nc1SCC(=O)O | nt | ? | -6% | 13%[9.22 µM] | -4% | -6% | -8% | 8%[10 µM]
NC(=S)c1cc2cc(Cl)ccc2oc1=O | nt | -13% | -13% | -1%[9.22 µM] | nt | nt | -6% | 18%[10 µM]
COC(=O)/C=C1/S/C(=N/N=C/c2ccco2)NC1=O | nt | -1% | 0% | -8%[9.22 µM] | nt | ? | 1% | -1%[10 µM]
O=c1c2ccccc2ncn1Cc1ccco1 | nt | 3% | -9% | -14% | 2% | -10% | 2% | 1%
COc1ccc(/C=C/c2ccncc2)cc1 | ? | ? | -1% | -10% | -5% | -11% | 6% | -25%
O=C(O)c1ccccc1SCc1cn2ccccc2n1 | 14% | -1% | 16% | 8% | -2% | 13% | 9% | -8%[10 µM]
Cc1cc(C=O)c(C)n1-c1cccc(C(=O)O)c1 | nt | 5% | -5% | -6%[9.22 µM] | -3% | -10% | 2% | 2%[10 µM]
CCN(CC)CCOC(=O)c1ccc(NC(=O)/C=C/c2cccs2)cc1 | 1% | -12% | 7% | -20% | -5% | ? | -3% | 10%[10 µM]
COc1cc(N2CCOCC2)ccc1C=C(C#N)C#N | 2% | -9% | -3% | nt | -6% | -14% | -9% | nt
Cc1nc(C(F)(F)F)nc(Nc2ccc(N=Nc3ccccc3)cc2)c1C#N | -3% | -3% | -8% | -10% | 9% | -10% | -14% | 21%[10 µM]
CCOC(=O)C(=O)Nc1ccccc1C(=O)OC | nt | 0% | -2% | 12%[9.22 µM] | 2% | 1% | 5% | 17%[10 µM]
Cc1cccc(N2CCN(C(=O)CCNS(=O)(=O)c3ccc4c(c3)CCC(=O)N4)CC2)c1C | -83%[inhibitor] | -5% | -7% | ? | ? | -8% | 3% | -12%
CCOC(=O)c1[nH]c(=O)[nH]c1CSc1ccccn1 | 21% | -10% | -1% | 15% | -5% | -8% | -1% | 11%[10 µM]
CC(=O)C1=NN(c2ccccc2)C(c2ccc3c(c2)OCO3)N1c1ccc(N2CCOCC2)cc1 (stereo unspecified) | -16% | -26% | -16% | -8% | ? | ? | 4% | nt
O=C(/C=C/c1ccccc1)CC(O)(c1ccccc1)C(F)(F)F (stereo unspecified) | -17% | 4% | -5% | 11% | ? | ? | ? | -38%[inhibitor]
CCOC(=O)C(=O)/C(=C\N(C)C)c1onc(-c2c(Cl)cccc2Cl)c1C(=O)OC | 3% | 3% | -4% | 1% | 11% | -8% | 3% | -10%[10 µM]
O=P(Cc1ccccc1)(c1ccccc1)c1ccccc1 | 19% | -11% | 2% | 19% | 7% | 12% | 5% | 5%[10 µM]
Cc1ccc(C(=O)c2oc3ccccc3c2NC(=O)COc2ccccc2C)cc1 | 14% | nt | -4% | nt | nt | 2% | -4% | nt
Cc1cc[n+](-c2[nH]c(=O)sc2/C=N/NC([S-])=Nc2ccccc2)cc1C | 6% | -2% | ? | 5% | ? | ? | ? | 32%[10 µM]

One compound at a time (already shown). Values in the order: SMN2 splice up, KDM4E inh, Tau fluor counter, HttQ103 aggreg, ALDH1A1 inh, Tau fibril ThT, Tau fibril FP, HTT cytoprotect
Results for `COc1cc(/C=N\Nc2nc3ccccc3[nH]2)cc(OC)c1OC` : -24%, 10%, 5%, -25%, ?, ?, -3%, 14%
Results for `O=C(COc1ccc(Cl)cc1)N1CCN(S(=O)(=O)c2ccccc2)CC1` : -39%[inhibitor], -10%, -7%, 1%, ?, -11%, 4%, 12%

Following part:
SMILES | SMN2 splice up | KDM4E inh | Tau fluor counter | HttQ103 aggreg | ALDH1A1 inh | Tau fibril ThT | Tau fibril FP | HTT cytoprotect
Cc1ncc(CO)c2cc(C(N)=O)c(=Nc3ccccc3)oc12 | 1% | -1% | -9% | -4% | 8% | -18% | -4% | 14%
Cc1ccc(S(=O)(=O)c2nc(-c3ccccc3F)oc2N2CCCCC2)cc1 | -11% | nt | -21% | nt | nt | -15% | 4% | nt
COC(=O)c1cc2sccc2n1Cc1nc(-c2ccc(OC)cc2)oc1C | 98% | ? | -15% | 1% | -5% | -12% | 7% | -10%
COc1ccc(C)cc1NC(=O)CC1NCCNC1=O (stereo unspecified) | 8% | nt | 2% | nt | nt | 3% | -1% | nt
O=C(Cc1ccc(Cl)cc1)N1CCN(C(=O)c2ccco2)CC1 | 2% | 2% | 3% | 4% | -6% | -5% | -1% | -16%
O=C(NCc1ccco1)c1c2c(nc3ccccc13)CCC2 | -12% | ? | -8% | 3% | ? | -17% | 3% | -5%
O=C(CN1CCc2ccccc2C1)c1cccs1 | -2% | ? | -1% | -9% | 7.9µM* | -14% | 5% | 5%
N#Cc1ccc(C(=O)Nc2cc(S(=O)(=O)N3CCCC3)ccc2OCC(F)(F)F)cc1 | 1%[1.84 µM] | -1% | -7% | -5% | ? | -6% | 4% | -8%[10 µM]
COc1ccc(NC(=O)C2CCCO2)cc1Cl (stereo unspecified) | nt | -3% | -14% | -6% | ? | -15% | -9% | 5%
O=C(NCc1ccc2c(c1)OCO2)c1cnc2n(c1=O)CCS2 | 7% | -9% | -2% | -3% | -7% | -9% | -7% | -4%
OCc1ccnc(Cl)c1 | -3% | 2% | 5% | -13% | 8% | -1% | -1% | ?
CC(=O)c1cccc(CN2CCN(C3CCCCC3)C(CCO)C2)c1 (stereo unspecified) | nt | -2% | 1% | -31%[9.22 µM] | nt | -1% | 5% | -9%[10 µM]
c1ccc(-c2cn3c(n2)CCc2ccc4cccnc4c2-3)cc1 | -12% | ? | -26% | -20% | ? | ? | -3% | ?
CSc1nsc(SCC(=O)Nc2nc3ccccc3s2)n1 | 25% | 7% | -23% | -3% | 13% | ? | -14% | -6%[0.074 µM]
O=C1Nc2ccccc2/C1=N/N=C/c1cccc(O)c1 | nt | ? | ? | -1%[9.22 µM] | -7% | 11µM* | 2% | 1%[10 µM]
Nn1c(SCc2nc3ccccn3c2Br)nnc1-c1cccnc1 | 6% | -4% | -3% | 6% | ? | -9% | 0% | -9%
CC(=O)NCCNC(=O)CNC(=O)c1ccc(Cl)cc1 | 1% | 16% | 7% | -23% | 6% | 3% | 3% | 19%[10 µM]
N=C1C(c2nc3ccccc3s2)=C(O)CN1NC(=O)c1c[nH]c2ccccc12 | 3% | ? | -5% | 18% | -11% | 3% | ? | 0%
COc1ccc(O)c(/C=N/n2c(-c3ccco3)csc2=Nc2cccnc2)c1 | -13%[1.84 µM] | -12% | -17% | -12% | -2% | -14% | 1% | 34%[10 µM]
CC(=O)Nc1ccc(C(=O)OCc2ccccc2Br)cc1 | 9% | -1% | ? | 2% | -2% | -4% | ? | nt
CC(OC(=O)C1=COCCO1)C(=O)Nc1cccc(S(=O)(=O)N2CCOCC2)c1 (stereo unspecified) | nt | 5% | -4% | 11%[9.22 µM] | nt | -3% | ? | 18%[10 µM]
CCn1c(C)nc2cc(C(=O)NNC(=S)Nc3ccc(OC)cc3)ccc21 | -5% | -13% | -6% | 24% | -5% | ? | 5% | 7%[10 µM]
COC(=O)C(C(C)=O)C(NC(=O)NCc1ccccc1)c1ccccc1 (stereo unspecified) | nt | nt | 5%[11.6 µM] | nt | -16%[13.5 µM] | 2%[11.5 µM] | 5%[11.6 µM] | 10%[10 µM]
CCOc1ccc(NC(=O)N(C2CCCCC2)C(C)c2cccnc2)cc1 (stereo unspecified) | -6% | -14% | -17% | -2% | -13% | ? | 6% | -11%
CCOc1cccc(NC(=O)CC#N)c1 | 13% | -16% | 0% | 1.8µM* | 4% | -4% | 5% | -99%[inhibitor][10 µM]
O=C(Nc1ccc2ccccc2c1)c1cccnc1 | ? | -5% | -4% | -16% | ? | -2% | 3% | -31%
O=C1CSC2=NCN(c3ccc4c(c3)OCO4)CN12 | ? | -28% | -30% | -8% | -8% | ? | 7% | -11%[10 µM]
CCCCCCCCCCCCCCCCOP(=O)([O-])OCC[N+](C)(C)C | -3% | 1% | -16% | 17% | 6% | -13% | 1% | -12%
COc1ccc(-c2coc3ccc(OC4OC(COC(C)=O)C(OC(C)=O)C(OC(C)=O)C4OC(C)=O)cc3c2=O)cc1 (stereo unspecified) | nt | -7% | -7% | nt | -7% | 4% | 2% | -54%[inhibitor][1.9 µM]
